# HKDC1 inhibitor: blocks human hexokinase HKDC1 activity; Q2TB90; recombinant HKDC1, G6PDH/diaphorase resazurin coupled fluorescence; inhibition, % at 20 µM; 340,000 compounds, 0.16% hits;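 active = inhibition above about 35% when tested at 20 µM, limit read from the data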;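 also: plate controls were DMSO wells with enzyme for no effect and DMSO wells lacking enzyme for full effect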
#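 System: Recombinant HKDC1 hexokinase | Amount: HKDC1 at 5 µg/mL | Reagent: Glucose with 1 mM ATP | Doses: Single 20 µM dose | Incubation: Reaction time 90 min, room temperature, protected from light | Signal: Coupled resazurin fluorescence, excitation 525 nm, emission 613 nm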
# SENP8 block-1: inhibitors of human SENP8 protease. 330,000 compounds, 1.2% hits. inhibition, % at 10 µM. Q96LD8. purified SENP8, Z-RLRGG-aminoluciferin cleavage, luminescence. AID 2540; in the data active = inhibition above about 50%
# SENP7 inh: SENP7 protease inhibition. Q9BQF6. 330,000 compounds, 1.5% hits. recombinant SENP7, Z-RLRGG-aminoluciferin luminescence, 40 min. inhibition, % at 5 µM. AID 434973;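 active = inhibition above about 50% at the single test dose, limit read from the data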;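 also: plate controls were DMSO with enzyme for no effect and no enzyme buffer wells for full effect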
# SENP8 block-2: blocks human SENP8 cleavage of Nedd8 substrate | Q96LD8 | recombinant SENP8, Nedd8 substrate fluorescence | inhibition, % at 20 µM | 360,000 compounds, 0.64% hits | AID 602440; in the data active = inhibition mostly above about 40%, no sharp cut-off; inactive = mostly below about 27%
# SENP1 inh: inhibitors of human SENP1 SUMO protease catalytic domain | Q9P0U3 | recombinant SENP1 catalytic domain, CyPet-SUMO1-YPet FRET cleavage | inhibition, % at 10 µM | 360,000 compounds, 0.21% hits | AID 624204;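 active = inhibition at least 30% at 10 µM, raw YFP signal under a set limit, fluorescence ratio 0.5 to 1.5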;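 also: 0% = enzyme with DMSO and 100% = no enzyme wells; some results filed as inactive read as strong as hits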
#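 Test system: hSENP1 catalytic domain, recombinant; Amount: 20 pM final SENP1 enzyme; Medium: Tris pH 8 buffer plus EDTA, NaCl, BME, BSA, NP40, catalase; Schedule: 50 min enzyme reaction, room temperature, light-protected; Technique: FRET fluorescence in CFP and YFP emission channels; Controls: no-enzyme wells low, DMSO-plus-enzyme wells high control.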
# SENP6 block: blocks the human protease SENP6. Recombinant SENP6 catalytic domain, aminoluciferin luminescence. inhibition, % at 10 µM. 330,000 compounds, 1.8% hits. AID 2599;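 active = inhibition above about 50% at the single tested dose, limit read from the data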;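 also: plate controls were DMSO wells with enzyme for no effect and DMSO wells lacking enzyme for full effect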
# PfG6PD inh: PfG6PD (Plasmodium falciparum) enzyme inhibition. PfGluPho enzyme, NADPH resazurin-diaphorase fluorescence. inhibition, % at 20 µM. 350,000 compounds, 0.78% hits. AID 504690;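 active = inhibition reaching at least a set limit at 20 µM in the primary screen, cut at about 59% in these data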;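 also: 0% = DMSO wells with substrate and 100% = DMSO wells lacking glucose-6-phosphate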
# Apaf1 inhib: blocks human Apaf-1 apoptosome activity; O14727; reconstituted apoptosome caspase-3 activity, DEVD-Rh110 fluorescence; inhibition, % at 20 µM; 330,000 compounds, 0.71% hits; AID 489030; active = inhibition of at least 40% at 20 µM;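 also: plate controls were DMSO wells for no effect and DEVD-CHO caspase inhibitor wells for full effect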
#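 Assay system: Apoptosome proteins | Medium: pH 7.5 Hepes buffer with CHAPS, BSA, DTT | Also added: Cytochrome c and DEVD-Rh110 substrate | Times: 30 min plus 50 min, RT | Detection: Rhodamine 110 fluorescence at Ex 480/Em 540 nm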
# Numbers without * were called inactive; · = not tested or not shown. An unsorted share of the library; overall some 3.6% were active at least once.
SMILES,HKDC1 inhibitor,SENP8 block-1,SENP7 inh,SENP8 block-2,SENP1 inh,SENP6 block,PfG6PD inh,Apaf1 inhib
O=[N+]([O-])c1ccc(NN=Cc2ccccc2O)nc1,7.1,·,·,-197.5,-33.3,·,9.7,·
Cc1nnc(SCC(=O)Nc2nccs2)[nH]c1=O,-4.1,-7.4,-7.8,12.2,0.5,-32.8,-9.5,6.6
CC1=C(C(=O)OCc2ccccc2)C(c2ccccc2OS(=O)(=O)c2ccc(C)cc2)NC(=O)N1CCCC(=O)O (configuration not stated),1.5,-2.0,-7.5,·,·,-6.3,37.4,13.3
COc1ccc(NC(=O)c2sc3cc(C(F)(F)F)cnc3c2-c2cccs2)cc1,-5.3,2.2,2.4,14.6,-10.4,2.9,-3.9,3.2
OCC[C@@H]1C[C@H](O)[C@@H](O)[C@]2(CCc3ccccc3CO2)O1,-0.5,-6.9,4.6,28.3,-0.8,-27.3,-2.4,2.7
Cc1cc(C)cc(N(C(=O)C2CCCC2)C2C=CS(=O)(=O)C2)c1 (configuration not stated),-6.8,0.4,-3.4,4.4,3.9,-10.5,0.8,-13.7
Cc1oc(-c2ccc3c(c2)OCCO3)cc1C(=O)NC(Cc1ccccc1)C(=O)O (configuration not stated),-1.9,2.9,2.7,-15.3,-2.5,3.3,-12.4,-7.5
COc1ccc(NS(=O)(=O)c2cccc(C(=O)NN=Cc3cc(Br)c(O)c(Br)c3)c2)cc1,8.2,11.0,8.0,-45.8,16.7,14.5,-7.5,5.1
c1ccc(-c2nc(Sc3ncnc4c3cnn4-c3ccccc3)n[nH]2)cc1,·,11.2,10.2,·,·,-5.0,·,2.4
COc1ccc(-c2nn(-c3ccccc3)cc2/C=N/NC(=O)c2ccc3c(c2)OCO3)cc1,·,5.5,3.0,·,·,-23.1,·,6.1
O=C(Nc1cc(Cl)ccc1Cl)c1cc(-c2ccco2)on1,-1.0,-8.4,-2.4,-0.6,1.5,1.9,-8.4,1.6
COc1ccc(/C=N/NC(=O)CNc2c(Br)cc(C)cc2Br)c(C(=O)O)c1OC,-13.6,-1.3,18.4,-4.5,-7.4,-6.4,-16.4,2.5
CCOc1ccccc1NC1=NCC(=O)N1Cc1ccc(F)cc1,-0.4,1.0,8.0,3.6,0.8,2.0,-2.5,-7.1
COc1cccc(/C(C)=N/N=C(\C)c2cccc(OC)c2)c1,-1.7,61.4*,66.1*,13.1,2.2,80.9*,10.5,1.1
C[C@@H](CN1C(=O)C(=O)NC[C@@H]1Cc1ccc(O)cc1)NC(=O)Cc1ccccc1,-5.6,-0.1,3.6,12.5,1.5,-2.7,14.7,-1.0
Cc1cccc(N2CCN(c3ccc(NC(=O)/C=C(/C(=O)O)c4ccccc4)cc3)CC2)c1,6.3,-6.0,-4.8,34.7,8.9,-0.6,2.1,12.2
COc1ccc([N+](=O)[O-])cc1NC(=S)Nc1ccccc1,-2.1,5.6,-0.6,25.7,0.8,-1.2,3.7,-8.5
NC(=O)N/N=C/c1sc(N2CCCCC2)nc1-c1cccs1,-0.2,-2.1,21.1,-198.0,-75.4,8.8,9.4,29.8
CCOC(=O)CS(=O)(=O)c1nc(-c2ccc(F)cc2)cc(C(F)(F)F)n1,1.6,0.1,-5.0,16.5,3.0,-10.4,32.6,5.7
COC(=O)[C@H]1[C@H](C(=O)OC)[C@@H](C(=O)OC)N(c2ccc(OC)cc2)[C@@H]1C(=O)OC,-2.3,4.0,6.0,15.9,-1.0,-10.6,-5.3,13.2
CCOC(=O)CSc1nnc(-c2ccccc2OC)o1,-3.8,-7.3,1.9,12.8,-0.3,-13.6,-2.8,-16.6
NC(=O)C1CCN(C(=O)CC2(CC(=O)O)CCCC2)CC1,-8.6,-1.6,-1.7,4.6,1.5,-3.2,-9.9,-4.5
Clc1nc(-c2ccccc2)ncc1Oc1ccccc1,3.7,-6.0,-1.0,23.1,2.6,-11.4,-6.9,-6.2
CCc1nnc(NC(=O)CSc2nnnn2-c2cccc(C(C)=O)c2)s1,-12.8,-2.6,-3.5,1.8,1.7,-12.9,-18.6,3.2
CCOC(=O)CSc1nc(N)c(C#N)c(-c2ccc(OCC)cc2)c1C#N,-7.8,-6.6,8.7,-56.9,-10.1,-12.7,21.2,-9.1
# Carrying on:
SMILES,HKDC1 inhibitor,SENP8 block-1,SENP7 inh,SENP8 block-2,SENP1 inh,SENP6 block,PfG6PD inh,Apaf1 inhib
COc1ccc(CNC(=O)Oc2ccccc2)cc1Cl,8.0,3.2,10.4,23.8,1.0,-6.0,-18.1,2.4
COc1ccc(OCCCC(=O)OCC(=O)Nc2ccc(Cl)cn2)cc1,-1.5,-3.8,-5.8,-40.2,-9.0,-13.1,0.9,-5.3
Brc1ccc(CNc2nc3ccccc3n2CCN2CCCCC2)cc1,-2.1,3.3,6.2,24.2,1.2,-11.3,16.7,15.5
Cc1cc(/C=C2/C(=N)N3C(c4ccccc4)=CSC3=NC2=O)c(C)n1-c1ccc(Cl)cc1,-1.6,·,·,26.9,-12.1,·,-0.5,·
Cc1ccc(C)c(OCCC(=O)OCC(=O)NC(=O)NC2CCCCC2)c1,5.6,-7.8,-8.9,14.2,4.4,-13.3,21.3,26.1
CC(=O)NC1=NC(=O)/C(=C/c2cc(C)n(-c3ccc(NC(C)=O)cc3)c2C)S1,13.9,1.4,-0.2,-72.0,-32.2,5.6,4.0,14.5
Nc1[nH]nc2ncc3cc4ccccc4nc3c12,12.7,-2.0,-1.1,-46.4,7.2,1.8,-5.4,-13.8
N#C/C(=C/Nc1ccccc1C(=O)O)C(N)=O,-3.1,-1.1,12.9,-10.3,2.7,-18.1,-11.5,-19.5
O=C(Cn1cnc2c(NC(=O)OCc3ccccc3)ncnc21)NCc1ccccn1,-5.5,-12.6,-4.6,1.2,-5.8,-7.7,5.9,5.6
CCOc1ccc(S(=O)(=O)NCCC(=O)NCC(c2ccco2)N2CCCCC2)cc1 (configuration not stated),-5.5,-1.0,-2.8,11.3,-0.1,-3.6,4.7,-1.8
Cn1c(/C(C#N)=C(\O)c2cccc(F)c2)nc2ccccc21,-0.7,-4.0,-2.3,17.0,1.0,-2.8,-15.2,3.6
O=C(/C=C/c1cn(-c2ccccc2)nc1-c1cccnc1)NCCN1CCOCC1,-0.8,-0.7,-2.4,2.8,-0.9,-11.2,-0.8,-4.8
CC(NCCc1ccc(S(N)(=O)=O)cc1)C(=O)NCCc1ccc(F)cc1 (configuration not stated),-5.6,-8.0,-4.3,12.4,0.2,-15.1,12.7,3.3
Cc1ccc2c(c1C)C(=O)C(=O)N2,-4.7,·,·,17.6,0.2,·,-9.6,·
Cc1c(C(=O)OCC(=O)N(C)Cc2ccccc2)oc2ccccc12,4.0,-0.8,6.8,6.0,1.2,-5.0,12.1,4.5
CCn1c(/C=C/c2c[nH]c3ccccc23)nc2ccccc2c1=O,-3.4,-7.7,-17.1,-231.2,-28.8,16.9,2.8,15.7
O=C(Cc1ccc([N+](=O)[O-])cc1)N1CCN=C1SCc1ccccc1,-9.7,-9.8,-1.1,33.8,3.1,-17.1,2.5,-2.3
Cc1onc(-c2c(Cl)cccc2Cl)c1C(=O)NCCCN1CCOCC1,2.4,6.8,4.7,25.2,2.6,-3.4,-2.3,-10.9
COc1ccc(C(=O)COC(=O)c2cc(C)no2)c(OC)c1,-0.7,-17.9,-5.6,4.4,4.0,-14.0,-0.5,12.7
CCCCn1c(N)c(N(CCC(C)C)C(=O)c2cccc(-n3cnnn3)c2)c(=O)[nH]c1=O,-2.8,1.0,-7.7,-10.4,-7.6,-0.2,0.4,-0.7
COc1ccc(NC(=S)NNc2ccc(C(=O)O)cc2)cc1,-10.4,3.6,8.4,4.0,2.5,4.6,14.0,3.5
O=C(C1CCN(S(=O)(=O)c2cccc3cccnc23)CC1)N1CCN(C2CCCC2)CC1,·,1.7,8.8,2.0,-1.5,4.4,·,-1.4
N#C/C(=N\Nc1ccc(F)cc1)C(=N)N1CCCCC1,-11.7,-7.5,-0.5,25.9,2.0,-11.4,20.0,3.6
COc1ccc(OCC(=O)Nc2ccc(N3CCOCC3)c(Cl)c2)cc1,-3.9,4.0,5.6,11.9,0.6,-10.7,-3.5,3.9
COc1ccc2c(c1)C(=O)CCC2c1ccccc1 (configuration not stated),4.6,-8.8,12.3,5.0,1.1,-9.0,-15.0,-2.0
# Next results
SMILES,HKDC1 inhibitor,SENP8 block-1,SENP7 inh,SENP8 block-2,SENP1 inh,SENP6 block,PfG6PD inh,Apaf1 inhib
Cc1ccccc1NS(=O)(=O)c1ccc2c(c1)oc(=O)n2C,3.9,-1.5,0.5,12.8,-0.3,-8.8,-5.8,4.0
O=C(NC1CCCCCC1)c1ccc(Br)o1,-4.1,-2.4,-6.1,8.0,-0.3,-14.0,1.4,7.3
COc1ccc(CN(C)C(=O)COC(=O)c2ccc(-c3ccccc3)cc2)c(OC)c1OC,1.6,-1.4,-4.3,4.0,1.6,-9.6,19.5,12.4
CCOC(=O)c1c(C)[nH]c(C(=O)COC(=O)COc2ccccc2C)c1C,-7.6,-1.2,-3.7,10.0,1.8,-3.4,1.1,25.4
CC(C)(C)NC(=S)NCC1CC1,1.0,2.9,-2.5,17.6,0.6,-1.5,-0.8,-0.5
Cc1ccc(S(=O)(=O)N(C)C)cc1NC(=O)COC(=O)COc1ccccc1[N+](=O)[O-],-3.7,-7.4,-6.0,0.5,4.0,-27.6,-8.4,6.8
COc1ccc(C)cc1NC(=O)c1ccc2c(c1)C(=O)N(Cc1ccncc1)C2=O,0.2,15.5,-0.4,14.6,2.8,-3.8,12.8,-7.3
CCN(c1ccccc1)S(=O)(=O)c1ccc(N2CCN(c3ccccc3O)CC2)nc1,3.7,-7.5,-2.9,12.4,-2.4,5.2,28.6,2.3
CCCNC(=O)CCc1c(C)nc2nc(C)nn2c1C,8.0,1.6,3.6,12.1,1.6,0.0,-0.6,-22.0
COc1ccc(C(=O)CSc2n[nH]c(=O)[nH]c2=O)cc1,-8.1,-5.2,-0.1,-3.4,-3.3,-0.8,-14.3,-8.0
S=c1[nH]nc(-c2ccc3ccccc3n2)n1-c1ccc2ncccc2c1,3.5,-9.0,6.1,-60.3,-0.1,-6.0,35.4,-2.0
CC(C)COc1ccc(C(=O)Nc2ncn[nH]2)cc1,2.6,-16.8,8.5,5.5,3.0,9.1,-32.9,-2.7
O=C(c1cc(COc2ccc(F)cc2F)on1)N1CC2C[C@@H]3CC1C[C@H](C2)C3,-2.8,5.9,3.4,-187.1,-2.7,18.5,15.0,17.1
COc1ccccc1NC(=O)Cn1c2ccc(F)cc2c2nc3n(c(=O)c21)CCS3,-1.3,-1.7,3.1,-278.0,1.8,-6.8,5.7,11.6
O=C1C(NS(=O)(=O)c2cccs2)=C(N2CCN(c3cccc(Cl)c3)CC2)C(=O)c2ccccc21,16.0,13.1,25.7,69.7*,13.6,22.6,7.2,57.8*
CCCCCNC(=O)c1ccccc1SC,2.6,0.5,5.2,12.3,3.0,-0.5,-5.5,-17.4
C/C(=N/NC(=O)c1ccco1)c1cccc(NC(=O)c2ccc(C)s2)c1,-8.1,-12.4,-17.3,12.3,2.6,-7.0,6.6,1.8

# Structural class: the entries above containing a CF3 group
SMILES,HKDC1 inhibitor,SENP8 block-1,SENP7 inh,SENP8 block-2,SENP1 inh,SENP6 block,PfG6PD inh,Apaf1 inhib
COc1ccc(NC(=O)c2sc3cc(C(F)(F)F)cnc3c2-c2cccs2)cc1,-5.3,2.2,2.4,14.6,-10.4,2.9,-3.9,3.2
CCOC(=O)CS(=O)(=O)c1nc(-c2ccc(F)cc2)cc(C(F)(F)F)n1,1.6,0.1,-5.0,16.5,3.0,-10.4,32.6,5.7
